KLK7 zymogen act: activates the human kallikrein-7 zymogen; AID 652039; P49862; purified proKLK7, EDANS-DABCYL substrate fluorescence; 100% is mature enzyme control, 0% vehicle; 0.9% of 370,000 active; activation, % at 7 µM;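 active means activation above the mean of all tested compounds plus 3 SD, computed per campaign excluding outliers beyond control limits, cut at about 13% in these data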
HGIII-sPLA2 inh: Blocks human group III sPLA2 activity; QFRET BODIPY PC-A2 liposome hydrolysis, fluorescence; 0.56% of 370,000 active; Q9NZ20; AID 743126; inhibition, % at 12.2 µM;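 active means inhibition above mean plus 3 SD of compounds lying within the high and low control bounds, cut at about 19% in these data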;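 further: 0% = median of test compound wells and 100% = no enzyme DMSO wells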
hcDAF-12 act: activators of H. contortus DAF-12 nuclear receptor; HEK293 hcDAF-12 lit1-tk-luc reporter, luminescence; 0% DMSO, 100% Δ7-dafachronic acid; activation, % at 6.8 µM; AID 652067; 1.4% of 370,000 active;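 active means activation above the mean of all tested compounds plus 3 SD, cut at about 5.5% in these data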;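 further: 100% = response to 3 µM Δ7-dafachronic acid high control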
SMARCA2 act: increases SMARCA2 function in MMTV reporter cells; MG213 cells, MMTV-luciferase reporter, dexamethasone, overnight; activation, % at 9.1 µM; 1% of 370,000 active; in the data active means activation above about 7.8%;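 further: 0% = vehicle wells and 100% = reference activator wells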
DAX1 inh-1: NR0B1 (DAX1) inhibition | 0.99% of 340,000 active | inhibition, % at 6.75 µM | HEK293 Gal4-DAX1 luciferase reporter, luminescence | AID 504766;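 active means inhibition above the mean over all tested compounds plus 3 SD, cut at about 4.2% in these data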;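 further: 0% = DAX1-transfected cells with DMSO and 100% = empty-vector control cells with DMSO; inhibition shows as a rise in luminescence from relieved DAX1 repression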
GC-A act: GC-A (human) enzyme activation | P16066 | HEK293 GC-A cells, cGMP TR-FRET, EC30 ANP; 0% at EC30 ANP, 100% saturating ANP | activation, % at 10 µM | 0.14% of 370,000 active | AID 1671463; in the data active means activation above about 40%
DAX1 inh-2: inhibitors of DAX1 repression of SF-1 activated StAR promoter. AID 652010. inhibition, % at 6.8 µM. 1.1% of 370,000 active. HEK293T StAR-luciferase reporter, SF-1/DAX-1 repression relief;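 active means inhibition above the mean over all tested compounds plus 3 SD, cut at about 3.6% in these data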;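 further: 0% = DAX-1 cells with DMSO and 100% = cells lacking DAX-1 with DMSO; higher inhibition means more luminescence from relief of DAX-1 repression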
FXN GAA850 act: increases GAA850 frataxin promoter reporter activity; HEK293 lucGAA850 FXN promoter luciferase reporter, 24 h; percent of 10 µM SAHA response; activation, % at 6 µM; 0.56% of 360,000 active;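 active means activation above the average of all compounds screened plus 3 SD, cutoff fixed separately per campaign, cut at about 7.5% in these data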;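 further: 0% = DMSO wells and 100% = 10 µM SAHA wells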
GC-B act: GC-B (human) receptor activation | HEK293-GC-B cells, CNP EC30, cGMP TR-FRET; 0% at EC30 CNP, 100% saturating CNP | 0.11% of 370,000 active | activation, % at 10 µM;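 active means activation at 10 µM reaching about 35% in either raw or pattern-adjusted values, limit read from the data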
Target sequence (P20594 whole entry, looked up): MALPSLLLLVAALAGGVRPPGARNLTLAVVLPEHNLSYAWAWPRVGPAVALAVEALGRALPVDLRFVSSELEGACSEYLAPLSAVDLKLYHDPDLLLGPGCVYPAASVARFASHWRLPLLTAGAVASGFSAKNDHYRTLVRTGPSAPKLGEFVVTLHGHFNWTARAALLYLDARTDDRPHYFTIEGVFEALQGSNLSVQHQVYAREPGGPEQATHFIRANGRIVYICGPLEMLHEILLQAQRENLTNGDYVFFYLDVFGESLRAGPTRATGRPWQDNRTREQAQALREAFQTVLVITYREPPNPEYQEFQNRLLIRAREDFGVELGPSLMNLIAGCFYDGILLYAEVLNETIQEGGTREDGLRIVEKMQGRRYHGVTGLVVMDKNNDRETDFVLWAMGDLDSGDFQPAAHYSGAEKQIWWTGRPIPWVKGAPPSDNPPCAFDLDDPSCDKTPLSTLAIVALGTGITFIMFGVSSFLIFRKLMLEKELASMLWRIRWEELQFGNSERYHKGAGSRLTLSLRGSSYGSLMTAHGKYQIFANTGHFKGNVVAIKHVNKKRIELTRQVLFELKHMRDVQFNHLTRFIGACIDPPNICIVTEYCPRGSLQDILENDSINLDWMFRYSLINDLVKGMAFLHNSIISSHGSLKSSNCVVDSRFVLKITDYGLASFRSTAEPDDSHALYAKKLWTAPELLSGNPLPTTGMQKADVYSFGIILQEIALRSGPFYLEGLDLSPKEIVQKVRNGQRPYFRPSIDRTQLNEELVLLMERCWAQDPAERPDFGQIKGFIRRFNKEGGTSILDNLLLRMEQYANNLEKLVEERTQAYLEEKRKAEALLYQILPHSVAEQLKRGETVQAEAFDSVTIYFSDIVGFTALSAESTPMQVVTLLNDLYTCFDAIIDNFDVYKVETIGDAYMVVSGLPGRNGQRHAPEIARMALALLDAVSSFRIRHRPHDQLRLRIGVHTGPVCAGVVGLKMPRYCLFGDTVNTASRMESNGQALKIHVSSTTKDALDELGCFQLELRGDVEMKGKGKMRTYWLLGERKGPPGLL
hgDAF-12 ag: agonists of H. glycines DAF-12 nuclear receptor; HEK293 GAL4-hgDAF12 UAS-luciferase reporter, agonist luminescence; normalized to butyrate control; activation, % at 6.8 µM; 1.8% of 370,000 active; AID 687014;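 active means activation above a cutoff set at the mean of all screened compounds plus 3 SD, cut at about 10% in these data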;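 further: 0% = DMSO wells and 100% = sodium butyrate wells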
ssDAF-12 act: activators of S. stercoralis DAF-12 nuclear receptor. HEK293 ssDAF-12/GRIP1 lit1-tk-luc reporter, luminescence; % of 3 µM dafachronic acid response. 1% of 370,000 active. activation, % at 6.8 µM;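 active means activation above the mean over all tested compounds plus 3 SD, cut at about 0.9% in these data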;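 further: 0% = DMSO-only wells and 100% = 3 µM delta7-dafachronic acid wells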
* hit, by the source's call; · = not tested or not shown.

SMILES | KLK7 zymogen act | HGIII-sPLA2 inh | hcDAF-12 act | SMARCA2 act | DAX1 inh-1 | GC-A act | DAX1 inh-2 | FXN GAA850 act | GC-B act | hgDAF-12 ag | ssDAF-12 act
Cc1nc(C(C)N(C)Cc2nc(Cc3ccccc3F)no2)c(C)s1 (stereo not given) | 0.1 | 3 | -1.9 | -1 | 0.9 | 2 | -0.1 | 1.2 | 0 | 2.2 | -1.5
COc1cc(CNC(C)(C)C)cc(Br)c1OCc1cccs1 | -0.4 | -10 | 0.6 | 3 | -0.1 | -3 | -0.4 | -0.9 | 0 | -0.6 | -1.1
CCN(CC(=O)Nc1c(F)cccc1F)C(=O)C1CC(=O)N(CCc2ccccc2)C1 (stereo not given) | 0.5 | -3 | -0.3 | -1 | 2.2 | -1 | 0.8 | 2.1 | 1 | -0.2 | -1.2
CC(C)C[C@H]1CNC(=O)C(=O)N1CC1CCN(CCc2ccc(-c3ccccc3)cc2)CC1 | -0.2 | -16 | 2.1 | -2 | 1.6 | 1 | 1.7 | -1.4 | -1 | -1.8 | -0.6
Cc1ccc(CSc2nncn2-c2ccccn2)cc1 | -0.3 | 6 | -0.4 | -1 | 2.6 | 1 | 0.1 | -0.4 | 1 | -0.8 | -0.9
CCCNC(=O)NC(=O)CN1C(=O)NC(C)(c2ccc3ccccc3c2)C1=O (stereo not given) | 0.1 | -16 | -1.1 | -2 | 0.2 | 2 | 0.1 | 1.4 | 2 | -2.5 | -1.4
O=C(NCc1ccccn1)c1ccc(N2CCCC2=O)cc1 | -0.2 | -1 | 0.9 | -2 | 1.4 | -1 | 1.2 | 3.4 | 1 | 0.7 | -1.1
CCN1CCN(c2cc(C)c3cc(NC(=O)c4cc(OC)cc(OC)c4)ccc3n2)CC1 | 0.5 | -26 | -0.5 | 9.9* | 1.2 | -8 | 1.1 | 3.0 | -8 | 7.2 | -0.1
CCOc1cccc(OCCOCCN(C)Cc2ccccc2)c1 | 0.2 | -3 | -1.4 | -2 | 0.4 | 0 | 0.2 | -1.5 | -14 | 0.3 | -0.9
O=C(CN1C(=O)c2cccc3cccc(c23)C1=O)N1CCN(c2ccccn2)CC1 | 0.1 | 0 | -0.1 | 0 | 1.1 | -2 | 0.2 | -0.3 | -1 | 0.8 | -0.6
Cc1ccc(S(=O)(=O)N2CCOCC2)cc1C(=O)Nc1cc(Cl)ccc1N1CCOCC1 | 0.8 | 4 | 1.8 | 0 | -1.4 | 6 | -0.7 | -1.0 | 10 | -1.5 | -1.4
CCOC(=O)CN1CC23C=CC(O2)C(C(=O)Nc2ccc(OC)cc2OC)C3C1=O (stereo not given) | 0.3 | -1 | 0.3 | -2 | 1.2 | 0 | -0.1 | -0.8 | 3 | 2.2 | -0.9
CCN1C(=O)c2cccc3c(Cl)ccc1c23 | 1.3 | -5 | -0.4 | -1 | -0.3 | 3 | -0.4 | 3.2 | -2 | 1.2 | 0.0
Cc1cc(=O)[nH]c(SCC(=O)Nc2ccccc2C)n1 | 0.0 | 3 | 0.1 | -1 | 1.0 | 1 | -0.3 | 1.6 | 4 | 0.2 | -1.1
CC(=O)Nc1nnc(/C=C/c2cccc([N+](=O)[O-])c2)s1 | -0.4 | 8 | -1.0 | -2 | -0.3 | -4 | -0.3 | -0.4 | -13 | -0.3 | -0.8
COCCN(C(=O)CSc1nnc(-c2ccccc2F)o1)c1c(N)n(Cc2ccccc2)c(=O)[nH]c1=O | 0.5 | 7 | -0.9 | -7 | -0.5 | -3 | -0.8 | 0.6 | 2 | -3.1 | -0.9
O=C(NCCc1ccc2c(c1)OCCO2)c1cc(F)cc(F)c1 | -0.6 | 0 | -3.6 | 2 | -3.8 | 2 | -0.9 | -1.5 | -2 | -1.6 | -1.4
CC(C)c1ccc(NC2CCCN(C(=O)c3cscn3)C2)cc1 (stereo not given) | -0.3 | 3 | 0.0 | 5 | -0.3 | 3 | 0.6 | 0.8 | 2 | 0.2 | -1.0
O=C1CN(C(=O)COc2ccc(Cl)c(Cl)c2)c2ccccc2N1 | 0.7 | -2 | -1.9 | -3 | 2.1 | 3 | -2.4 | -0.9 | -6 | -0.6 | -0.8
CC(NCc1cccn1C)c1ccccc1 (stereo not given) | 0.6 | -2 | -2.4 | -3 | -0.6 | -1 | -0.1 | -1.3 | 4 | -1.0 | -2.2
COc1ccc2cc(CCNC(=O)c3c(-c4ccccc4Cl)noc3C)c(=O)[nH]c2c1 | -0.2 | -3 | -4.0 | 0 | 0.7 | -9 | 0.9 | -0.6 | -7 | -0.1 | -1.2
CO/N=C/NC(=O)N1OC[C@@H]2COc3ccc4ccccc4c3[C@@H]21 | -0.3 | 5 | -1.8 | 1 | 0.8 | 4 | -0.2 | -0.8 | -1 | -1.1 | -1.2
Cc1ccc2c(C(=O)CN3CCCCC3CCO)c(C)[nH]c2c1 (stereo not given) | 0.8 | 7 | -0.8 | 2 | 0.7 | 1 | 0.1 | -1.0 | 1 | -0.4 | 0.0
O=C(Cn1c(N2CCN(C/C=C/c3ccccc3)CC2)nc2ccccc21)c1ccccc1 | 0.0 | -8 | 0.1 | 0 | · | 2 | -0.2 | · | 4 | -0.3 | -1.1
CN1Cc2c(N3CCOCC3)nc(SCc3ccccc3)c(C#N)c2CC1(C)C | 0.4 | -8 | -1.2 | -1 | 2.2 | 15 | -0.5 | 2.2 | 17 | -0.7 | -1.8
CC(C)(C)[C@H]1C=C(C(=O)Nc2ccccc2)O[C@@H](OCc2ccc(CO)cc2)C1 | -0.5 | -20 | -1.7 | 0 | -0.8 | 3 | -0.5 | 2.0 | 5 | 0.6 | -2.0
COc1ccc(C(=O)C2CCCN(Cc3c(O)cccc3OC)C2)cc1OC (stereo not given) | 1.2 | -8 | 0.9 | -2 | 1.0 | -6 | 0.5 | -0.7 | -6 | 1.3 | -1.5
COC(=O)c1cccc(NC(=O)c2cccs2)c1C | 0.8 | 5 | 0.1 | -2 | 0.5 | 0 | 0.5 | -1.1 | 1 | -0.3 | -1.0
C[C@@H]1CNC(=O)c2c(C(=O)Nc3cccc(Cl)c3)ncn21 | -1.0 | -10 | 1.0 | -2 | -1.3 | -1 | -2.4 | -1.4 | -2 | 0.3 | -0.6
CCCCN(C)C(=O)c1nc2ccccn2c1CN1CCC[C@H]1CO | 0.1 | 9 | 2.0 | -4 | 1.1 | -1 | 0.5 | 0.1 | -1 | -1.3 | -0.9
O=C(N/N=C/c1ccncc1)c1cc(Br)ccc1OCc1ccccc1 | 0.2 | -6 | -3.1 | -4 | -2.5 | 4 | -1.1 | 1.3 | 1 | -4.5 | -2.7
Cc1ccc(NC(=O)CNCc2ccccn2)cc1S(=O)(=O)N(C)C | 0.4 | 3 | 0.3 | -1 | 0.4 | -4 | 0.4 | 1.6 | 0 | 3.0 | -0.7
O=C(O)/C=C/c1ccc(S(=O)(=O)N2CCCCCC2)cc1 | 0.6 | 0 | -1.1 | -1 | 0.6 | 1 | 1.1 | -2.1 | 3 | -1.2 | -1.1
COc1ccc(-c2cc(N)n(S(=O)(=O)c3ccc(C)cc3)n2)c(OC)c1 | -0.2 | -8 | -3.5 | -1 | -0.8 | 1 | -2.3 | -0.6 | -3 | -1.9 | -1.4
COc1cc(/C=C2\CCCc3c2nc2ccccc2c3C(=O)O)cc(OC)c1O | 0.9 | -11 | -0.2 | 2 | 3.8 | 2 | 0.3 | -1.0 | 4 | -3.8 | -1.0
COc1ccc(S(=O)(=O)N2CCN(Cc3cccs3)CC2)cc1OC | -0.4 | -3 | -1.2 | -3 | 0.1 | 1 | -1.8 | -1.5 | 0 | -2.4 | -2.1

Record cards, as listed above.
`COc1ccc(S(=O)(=O)N2CCN(Cc3cccs3)CC2)cc1OC` as listed: KLK7 zymogen act = -0.4; HGIII-sPLA2 inh = -3; hcDAF-12 act = -1.2; SMARCA2 act = -3; DAX1 inh-1 = 0.1; GC-A act = 1; DAX1 inh-2 = -1.8; FXN GAA850 act = -1.5; GC-B act = 0; hgDAF-12 ag = -2.4; ssDAF-12 act = -2.1
`CC(C)(C)[C@H]1C=C(C(=O)Nc2ccccc2)O[C@@H](OCc2ccc(CO)cc2)C1` as listed: KLK7 zymogen act = -0.5; HGIII-sPLA2 inh = -20; hcDAF-12 act = -1.7; SMARCA2 act = 0; DAX1 inh-1 = -0.8; GC-A act = 3; DAX1 inh-2 = -0.5; FXN GAA850 act = 2.0; GC-B act = 5; hgDAF-12 ag = 0.6; ssDAF-12 act = -2.0

(cont.)
SMILES | KLK7 zymogen act | HGIII-sPLA2 inh | hcDAF-12 act | SMARCA2 act | DAX1 inh-1 | GC-A act | DAX1 inh-2 | FXN GAA850 act | GC-B act | hgDAF-12 ag | ssDAF-12 act
CCCNc1ncnc2nc[nH]c12 | -0.6 | -2 | 2.1 | -1 | -0.6 | 2 | 1.1 | -0.4 | 7 | 0.5 | -0.8
Cc1nc2c(nnn2Cc2ccccc2)c(=O)[nH]1 | 0.5 | -4 | -0.2 | 0 | -0.2 | 4 | -0.1 | -0.2 | 1 | -0.3 | -1.1
CC(=O)OC[C@@H]1CN(Cc2ccccc2)C[C@H](n2cnc3c(Nc4ccccc4)ncnc32)O1 | 0.4 | -9 | -1.3 | -2 | · | 8 | -0.8 | 2.1 | 4 | -3.1 | -1.4
O=S(=O)(c1cccs1)N1CCN(CC(O)COc2cccc(Br)c2)CC1 (stereo not given) | -0.5 | -24 | -1.9 | -5 | 0.8 | 3 | -2.0 | 3.1 | 2 | -2.2 | -1.6
O=C(NCc1ccccc1Cl)c1csc([C@@H]2C[C@H](O)[C@@H](CO)O2)n1 | 0.0 | 15 | -0.1 | -7 | · | 2 | 0.8 | 0.9 | 3 | -1.4 | -1.3
COc1cc(C(=O)Nc2nnc(SC)s2)c([N+](=O)[O-])cc1OC | -0.1 | 1 | 1.2 | 3 | 0.5 | -3 | -0.3 | -0.1 | 1 | -1.4 | -0.8
Cc1c(C(=O)N/N=C/c2ccncc2)nnn1-c1nonc1N | 0.5 | 9 | -1.3 | -2 | 0.7 | -1 | -0.5 | -0.1 | 1 | -0.7 | -1.3
CN(C)CCCNC(=O)CCc1nc2ccccc2c(=O)[nH]1 | 0.1 | -6 | 0.9 | -5 | 0.3 | 2 | 1.0 | 2.2 | 4 | 1.2 | -0.3
COc1ccc2nc(C)cc(SCC(=O)Nc3c(C)cccc3C)c2c1 | -0.1 | 3 | -2.0 | -2 | -1.0 | 1 | 0.4 | 1.3 | 3 | -2.2 | -0.8
COc1ccc(CC(=O)N/N=C(\C)CC(=O)Nc2ccc3c(c2)OCCO3)cc1 | 0.4 | -5 | -0.3 | -1 | -1.9 | -2 | -0.1 | -0.5 | -3 | 0.8 | -0.8
COc1cc(C2C3=C(CCCC3=O)Nc3ccc4ncccc4c32)ccc1O (stereo not given) | 1.1 | -2 | -0.6 | 3 | 1.6 | 0 | -2.0 | 0.3 | -1 | 4.2 | -0.8
CCc1ccc2[nH]c(=O)c(CN(CCCN3CCOCC3)C(=O)Nc3ccc(F)cc3)cc2c1 | 0.7 | -3 | -1.0 | 3 | -0.9 | 8 | -0.4 | -3.1 | -6 | -3.2 | -1.5
Fc1cccc(F)c1/C=N/NC(=S)Nc1cccnc1 | -0.4 | 8 | 0.3 | -1 | -0.1 | -3 | -0.1 | 1.5 | -4 | 2.1 | -1.1
CCCCC(=O)Nc1cnc(NC(=O)c2ccco2)cc1C | 0.7 | 4 | 3.7 | 3 | 1.1 | -1 | 0.8 | 2.6 | 4 | 9.2 | -0.5

Screens deposited in PubChem by several laboratories.
